Screening results (PubChem)
IMP-1 inhibitor: blocks Pseudomonas aeruginosa IMP-1 metallo-beta-lactamase | inhibition, % at 5.6 µM | actives 0.45% (n = 290,000) | purified IMP-1, nitrocefin hydrolysis, epi-absorbance fluorescence | AID 1556;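 active = inhibition above the mean plus 3 SD of all compounds in the same screening run, cut at about 4.5% in these data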;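 note: 0% = IMP-1 with DMSO and 100% = DMSO wells lacking enzyme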
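System – purified recombinant IMP-1 beta-lactamase · Input – IMP-1 dispensed at 0.2 nM · Timing – 15 min preincubation plus 25 min reaction at 25 °C · Signal – Epi-absorbance fluorescence, 480 nm excitation, 530 nm emission · Measure – percent IMP-1 inhibition derived from blank-referenced optical density · Controls – Enzyme-plus-DMSO low control, enzyme-free DMSO high control · Replication – singlicate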
NALP1 yeast inh: blocks the NALP1 inflammasome reconstituted in yeast | AID 2071 | S. cerevisiae NALP1/ASC/caspase-1 growth, X-gal OD620, 72 h | inhibition, % at 10 µM | actives 0.61% (n = 280,000); in the data active = inhibition mostly above about 24%, no sharp cut-off; inactive = mostly below about 32%; note: some compounds called inactive have numbers as strong as hits
IDE cell inh: inhibitors of human insulin-degrading enzyme in cells | P14735 | HEK cells, FAbetaB cleavage, fluorescence polarization | inhibition, % at 5.59 µM | actives 0.41% (n = 320,000);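 active = percent inhibition above the average of all tested compounds plus 3 SD, set per screening campaign, cut at about 16% in these data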;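 note: IDE supplied by intact live HEK cells; FP after avidin binding of uncleaved biotin substrate so inhibition keeps polarization high; 0% = DMSO wells and 100% = 60 µM reference IDE inhibitor Ii1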
M18AAP inhibitor: PfM18AAP enzyme inhibition; recombinant PfM18AAP, H-Glu-NHMec fluorogenic cleavage; inhibition, % at 7.35 µM; actives 1.2% (n = 290,000);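 active = inhibition above the campaign mean inhibition over all tested compounds plus 3 SD, cut at about 28% in these data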;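 note: 0% = plate median of test compound wells and 100% = 2 mM ZnCl2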
GPR7 antag: blocks human GPR7 receptor signaling; P48145; GPR7-expressing cells, fluorescence antagonist assay; inhibition, % at 4.4 µM; actives 1.1% (n = 290,000); in the data active = inhibition above about 16%, passing the limit was not always enough;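 note: cells stimulated with the agonist NPW; 0% = agonist with vehicle and 100% = vehicle without agonist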
VIM-2 inh: blocks Pseudomonas aeruginosa VIM-2 metallo-beta-lactamase. purified VIM-2, nitrocefin hydrolysis, epi-absorbance fluorescence. inhibition, % at 5.6 µM. actives 0.89% (n = 290,000);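 active = inhibition above the mean of all tested compounds plus 3 SD, cutoff set per screening run, cut at about 7.5% in these data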;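 note: red hydrolysis product quenches plate fluorescence so inhibitors raise well fluorescence; 0% = enzyme with DMSO and 100% = DMSO without enzyme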
IDE act: IDE (human) activation, cell-based; HEK cells, FAbeta-B cleavage, fluorescence polarization; 0% vehicle, 100% cell-free pure enzyme wells; activation, % at 5.96 µM; actives 0.073% (n = 340,000); AID 493087;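 active = activation above the mean of all tested compounds plus 3 SD, set per screening campaign, cut at about 17% in these data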
pCIP destab: compounds decreasing mouse p/CIP protein stability; F442A p/CIP-EGFP cells, EGFP fluorescence, 16 h; decrease of EGFP signal, % at 10 µM; actives 0.01% (n = 290,000);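 active = EGFP signal decrease of at least 30% at 10 µM or well 3 SD below plate mean, unless failing retest; inactive = the rest, including hits failing retest or dose response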; note: some compounds called inactive have numbers as strong as hits; many of its hits are not listed in these tables
Target sequence (Q05BA5 1-1403): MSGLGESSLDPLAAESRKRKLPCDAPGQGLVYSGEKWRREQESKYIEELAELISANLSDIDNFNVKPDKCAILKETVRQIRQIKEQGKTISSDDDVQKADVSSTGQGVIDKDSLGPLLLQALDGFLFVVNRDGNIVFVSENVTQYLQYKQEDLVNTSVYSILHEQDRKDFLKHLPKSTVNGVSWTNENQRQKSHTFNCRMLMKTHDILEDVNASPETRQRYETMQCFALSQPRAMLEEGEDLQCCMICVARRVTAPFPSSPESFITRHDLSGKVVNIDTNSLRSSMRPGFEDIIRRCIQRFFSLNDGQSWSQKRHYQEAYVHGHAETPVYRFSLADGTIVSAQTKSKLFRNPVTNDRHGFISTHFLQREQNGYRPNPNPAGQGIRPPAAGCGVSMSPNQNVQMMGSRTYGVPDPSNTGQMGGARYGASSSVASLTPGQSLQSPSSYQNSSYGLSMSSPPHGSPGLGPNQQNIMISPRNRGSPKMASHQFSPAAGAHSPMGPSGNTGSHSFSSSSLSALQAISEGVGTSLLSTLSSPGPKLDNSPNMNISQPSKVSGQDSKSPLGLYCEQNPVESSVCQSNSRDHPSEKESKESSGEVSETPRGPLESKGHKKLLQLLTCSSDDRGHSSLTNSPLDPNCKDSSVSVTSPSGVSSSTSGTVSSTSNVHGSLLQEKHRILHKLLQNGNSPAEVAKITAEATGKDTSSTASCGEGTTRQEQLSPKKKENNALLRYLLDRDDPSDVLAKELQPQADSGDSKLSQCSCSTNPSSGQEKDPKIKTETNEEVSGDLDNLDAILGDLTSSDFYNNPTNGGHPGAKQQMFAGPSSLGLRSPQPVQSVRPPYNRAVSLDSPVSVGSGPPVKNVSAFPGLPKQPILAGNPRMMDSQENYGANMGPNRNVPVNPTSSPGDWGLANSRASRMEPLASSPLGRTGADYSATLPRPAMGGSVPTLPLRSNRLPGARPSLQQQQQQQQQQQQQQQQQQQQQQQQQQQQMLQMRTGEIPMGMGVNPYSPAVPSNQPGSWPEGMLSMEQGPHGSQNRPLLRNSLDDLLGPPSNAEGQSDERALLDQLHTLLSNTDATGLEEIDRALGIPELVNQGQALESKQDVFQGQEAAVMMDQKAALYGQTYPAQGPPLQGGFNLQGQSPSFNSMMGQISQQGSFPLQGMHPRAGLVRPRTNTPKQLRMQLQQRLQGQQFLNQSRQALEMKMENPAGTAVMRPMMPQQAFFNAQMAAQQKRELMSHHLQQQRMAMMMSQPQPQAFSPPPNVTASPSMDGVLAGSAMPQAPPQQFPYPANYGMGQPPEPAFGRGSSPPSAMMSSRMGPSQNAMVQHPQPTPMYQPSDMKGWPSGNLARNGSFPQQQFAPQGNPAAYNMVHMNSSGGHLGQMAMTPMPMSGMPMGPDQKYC
PHOSPHO1 block: PHOSPHO1 (human) inhibition; Q8TCT1; AID 1565; inhibition, % at 13.3 µM; recombinant PHOSPHO1, absorbance phosphatase assay; actives 1.1% (n = 290,000); in the data active = inhibition above about 60%
The depositor's hits bear a star; x = not tested or not shown.

item	smiles	GPR7 antag	PHOSPHO1 block	pCIP destab	VIM-2 inh	NALP1 yeast inh	M18AAP inhibitor	IMP-1 inhibitor	IDE cell inh	IDE act
1	CCOC(=O)C1C2C=CC3(CN(c4cccc(Cl)c4)C(=O)C13)O2 (configuration not stated)	-15	13	10	-1.3	-6	4	-3.9	2	-1
2	Cc1cc(=O)oc2ccc(OCC(=O)N(Cc3ccc(F)cc3)Cc3ccco3)cc12	34*	41	-10	-1.0	-9	-32	-2.8	2	5
3	CCOc1ncnc2c1[nH]c1ccccc12	-10	9	4	0.7	x	-7	0.3	18*	-12
4	CN=C1SC(CC(=O)Nc2ccc(C(=O)O)cc2)C(=O)N1C (configuration not stated)	1	21	13	-0.7	36	3	-2.8	-4	2
5	COc1ccc(/C(N)=N/OC(=O)Cc2ccc(C)cc2)cc1	-7	-22	2	-1.6	16	-7	-3.2	-5	3
6	Cc1cc(C)nc(SCC(=O)Nc2ccc(S(=O)(=O)Nc3ncccn3)cc2)n1	6	8	-4	-0.3	14	-11	-3.3	-3	-2
7	O=C(NCc1ccc(-c2csnn2)cc1)c1cccs1	-5	-3	-2	-2.1	14	4	-1.8	12	-2
8	COc1ccc(N2CCN(C3CCCN(Cc4ccccc4OCCO)C3)CC2)cc1 (configuration not stated)	0	x	14	-1.6	-30	-4	-0.4	7	-1
9	O=C(CCSCCC(=O)NCC1CCCO1)NCC1CCCO1 (configuration not stated)	-13	-5	-4	-5.9	14	4	-5.2	-4	6
10	O=C(Nc1cccnc1)C1CCCN(c2ncnc3c2nc2n3CCCCC2)C1 (configuration not stated)	-7	55	-7	2.7	-7	3	-3.8	8	-5
11	Cc1cccc(NC(=O)CN2CCC(NC(=O)C3CCCCC3)CC2)c1C	-1	16	-4	0.1	29	1	-2.5	5	3
12	OCCC1CN(Cc2cnc(-c3ccccc3)s2)CCN1CCc1ccccc1 (configuration not stated)	-9	28	-10	-3.5	14	-1	-3.0	-4	1
13	O=C(NS(=O)(=O)c1ccc2c(c1)OCCO2)c1ccccc1	-19	10	-3	-1.3	7	-1	-4.0	-5	1
14	CCOC(=O)C1CCN(c2c(Nc3ccc4c(c3)OCCO4)c(=O)c2=O)CC1	-7	-1	-2	-2.3	27	-2	0.3	3	7
15	Cc1cccc(/C=C(\c2nc3ccccc3[nH]2)S(=O)(=O)c2ccccc2)c1	6	-15	-34	-0.7	18	-4	-0.3	x	0
16	CCOc1ccc(N=C2SCC(=O)N2CC)cc1	-6	18	-14	-3.1	9	-5	-4.7	0	-1
17	CNC(=O)CN(Cc1ccccc1)S(=O)(=O)c1ccc(Cl)cc1	-6	24	8	-0.3	1	-1	-2.6	-2	2
18	COc1cc([N+](=O)[O-])ccc1NC(=O)C[n+]1cccc(C)c1	8	-30	-6	-0.9	39	3	-2.0	0	1
19	O=C(Nc1ccccc1Cl)c1ccc(-c2ccccn2)s1	-16	2	-18	-0.7	7	-9	-2.9	1	-6
20	COc1cc(C(=O)Nc2ccc(O)cc2)ccc1OC(C)=O	-13	-14	-5	-1.8	10	3	-4.0	3	3
21	Cc1ccc(C)c(CSc2nnc(-c3cccs3)n2Cc2ccco2)c1	13	29	-2	0.7	7	1	-1.6	2	1
22	CN1C(=O)c2ccccc2Sc2ccc(NC(=O)N3CCCC3)cc21	5	42	-5	0.7	4	-8	-1.2	0	1
23	CC(C)CC(=O)n1sc(NC(=O)c2ccccc2)nc1=O	-12	18	4	-0.8	7	6	-2.9	8	-4
24	COC(=O)C1(C)NC(c2ccccc2C)C2C(=O)N(c3ccc(F)cc3)C(=O)C21 (configuration not stated)	-12	25	3	-1.4	-12	-12	-1.9	2	4
25	CC(CO)(CO)NC(=O)c1ccc(=O)[nH]n1	-6	6	1	-4.8	-6	-8	-1.9	7	7
26	Cc1cnc(CNC(=O)CC2C(=O)NCCN2Cc2cccc(F)c2F)cn1 (configuration not stated)	-8	34	-1	-1.9	12	12	-3.3	0	1
27	O=C(Nc1ccc2c(c1)OCCO2)N1CCN(Cc2ccccc2)CC1	5	45	-3	0.4	-6	2	-1.3	-3	1
28	CC(=O)NCCCC(=O)NNC1CC(=O)N(c2cccc(Cl)c2)C1=O (configuration not stated)	1	6	-4	-2.3	7	-8	-5.5	3	x
29	Fc1ccc(CSc2ccc(-c3ccc4c(c3)OCO4)nn2)cc1	8	-92	-12	-1.5	31	1	-2.1	-1	2
30	CC1(C)C(=O)Nc2ccccc2N1C(=O)COc1cccnc1[N+](=O)[O-]	-1	-5	-8	-0.3	11	1	-1.5	5	3
31	CC(C)(C)C(=O)Nc1sc2c(c1C#N)CCCCC2	-19	9	-109	-1.3	-97	3	-4.0	3	-2
32	Cc1ccc(C)c(N2CCN(C(=O)CN(C)S(=O)(=O)c3ccc4c(c3)CCC(=O)N4)CC2)c1	8	-4	11	-1.4	-10	-1	-3.5	0	1
33	Cc1c(C(=O)NC2CC2)oc2ccc(S(=O)(=O)N3CCCCCC3)cc12	x	-11	-18	x	13	x	x	0	4
34	FC(F)Sc1ccc(-n2cc(-c3ccc(Cl)cc3)[n+]3c2CCC3)cc1	-5	-3	-12	-2.2	38	-2	-2.3	-1	5
35	N#CCCn1ncc2ccccc21	-12	-2	5	-2.2	12	2	-4.0	-4	2
36	COc1cc2nc(C3CC3)n(NC(=O)c3ccc(Cl)cc3)c(=O)c2cc1OC	13	-1	-11	-1.9	1	-3	-2.3	8	-3
37	Cc1nc2scc(C)n2c(=O)c1S(=O)(=O)N1CCN(c2ccccc2F)CC1	0	32	6	0.2	4	9	-3.1	1	3
38	O=C(NCc1ccc(Cl)cc1)c1csc(-c2cccnc2)n1	-1	43	-6	-1.9	x	2	-2.0	-2	9
39	C/C(NCCN1CCOCC1)=C(\C#N)C(N)=O	-9	24	6	-6.2	11	-7	-4.3	-4	4
40	CC(C)CC(=O)NC(=S)Nc1ccc(N2CCOCC2)cc1	-9	7	-3	2.1	28	1	-3.7	-4	1
41	CSc1ccccc1NC(=O)CN(C1CCCCC1)S(C)(=O)=O	0	7	-19	-1.3	-4	-4	-3.3	-1	-2
42	COc1ccc(C(=O)NNC(=O)CSc2nc(C(C)C)nc3ccccc23)cc1	-6	36	2	-2.9	0	5	-2.9	-2	3
43	COC(=O)C(O)(CC(=O)Nc1ccc(Cl)cc1Cl)C(F)(F)F (configuration not stated)	-6	-11	0	-0.2	5	-5	-0.2	-2	1
44	O=C(Nc1ccc(-n2ccnc2P(=O)(O)c2ccccc2)cc1)c1ccccc1Cl	-12	20	-8	15*	18	9	-2.8	2	-1
45	COC(=O)C1=NNC2C(=O)N(C3CCCCC3)C(=O)C12 (configuration not stated)	5	-3	-20	-3.7	19	2	-1.2	7	2
46	O=C1c2cccnc2C(=O)N1Cc1ccccc1	-1	-2	5	-1.7	-9	-2	-1.4	-2	0
47	O=C1/C(=C/c2ccccc2)NC(=S)N1C(c1ccccc1)c1ccccc1	-6	59	3	-1.2	10	-7	-4.0	9	2
48	COc1ccc(O)c(-c2[nH]ncc2C(=O)c2ccccc2C)c1	1	-8	-4	-5.4	-29	14	-2.5	8	4

Screen by screen, quoted from above:
Nos. 37–47 in M18AAP inhibitor read 9, 2, -7, 1, -4, 5, -5, 9, 2, -2, -7

(listing goes on)
item	smiles	GPR7 antag	PHOSPHO1 block	pCIP destab	VIM-2 inh	NALP1 yeast inh	M18AAP inhibitor	IMP-1 inhibitor	IDE cell inh	IDE act
49	CN1CCN(C(=O)NC2CCCN2S(=O)(=O)c2ccc(Cl)cc2)CC1 (configuration not stated)	4	4	-4	-1.4	11	-5	-3.1	4	4
50	O=c1c2ccccc2nc2sc3ccccc3n12	-1	-11	-1	0.9	-6	6	0.7	0	2
51	C=CCSc1nnc(-c2c[nH]c3ccccc23)n1CC	6	17	0	0.9	-16	-5	-3.4	x	0
52	O=C(Nc1c(F)cc(F)cc1Br)c1cccnc1	-7	2	-6	-3.6	7	1	-1.8	-3	6
53	C(=C\c1ccc(/C=C/c2ccccc2)nn1)/c1ccccc1	1	27	-5	-3.6	3	-9	-1.9	1	x
54	CC(CC(=O)O)CC(=O)Nc1ccc(Br)cc1 (configuration not stated)	-14	15	-11	-2.3	12	-3	-2.1	0	8
55	C/C(=N\NC(=O)c1ccc2nc[nH]c2c1)c1ccc([N+](=O)[O-])cc1	-15	13	-9	-3.4	x	-5	-0.2	2	x
56	CC(C)=CCN1CCN(CCC2=C(C)CCCC2(C)C)CC1CCO (configuration not stated)	0	24	-12	-1.9	0	8	-2.5	5	2
57	COc1ccc(N2C(C(C)=O)=NN(c3ccccc3)C2c2cccs2)cc1 (configuration not stated)	5	16	-14	-2.8	5	5	-5.1	2	2
58	Cc1ccccc1C(=O)/C=C1\NC(=O)CS1	6	-18	-9	-2.1	8	4	-0.7	3	-1
59	CC(=O)N(c1ccccc1)C1CC(C)N(C(=O)c2ccccc2)c2ccccc21 (configuration not stated)	-5	-8	6	0.3	8	0	1.6	-1	2
60	N=c1c(S(=O)(=O)c2ccc(Cl)cc2)cc2c(=O)n3ccccc3nc2n1Cc1ccco1	0	8	-10	4.5	13	11	-2.0	7	7
61	CCOC(=O)Cc1csc(NC(=O)c2ccc3ccccc3n2)n1	-10	20	-5	-1.3	-12	6	-3.4	-2	-2
62	CC(Oc1ccccc1)C(=O)NNC(=O)c1ccccn1 (configuration not stated)	-4	-5	-9	-1.5	28	9	-0.9	3	6
63	O=C(CNC(=O)c1cccs1)NCC(=O)OCc1c(Cl)cccc1Cl	-3	19	1	-1.8	28	6	-1.4	7	1
64	CC(CN(C)Cc1ccccc1)OC(=O)c1cccs1 (configuration not stated)	-12	-16	-8	-0.6	6	1	0.6	3	5
65	COc1ccc(-n2c(SC(C)C(=O)Nc3ncc(Cl)cc3Cl)nc3ccccc32)cc1 (configuration not stated)	3	-6	-10	-5.4	38	-7	-4.7	0	3
66	CCOC(=O)CN(C(=O)CNC(=O)c1cccs1)C(C(=O)NC1CCCCC1)c1cccs1 (configuration not stated)	-2	-13	-21	-1.9	-27	-1	-2.4	6	-2
67	COc1ccc(/C=C/C(=O)NC(=S)Nc2ccc(S(N)(=O)=O)cc2)cc1OC	-11	8	-6	-3.2	30	3	-3.7	6	1
68	O=C(Cn1nnc(-c2ccccc2-n2cnnn2)n1)c1ccccc1	-11	30	-9	0.5	-10	10	-7.8	1	3
69	COc1ccc(NC(=O)CC(C)n2ccnc2)cc1 (configuration not stated)	3	31	-2	-2.0	9	-6	-2.2	-3	5
70	Cc1c(OCC(=O)NCc2ccncc2)ccc2c3c(c(=O)oc12)CCCC3	-3	42	6	49*	11	0	-0.1	13	-30

Among those listed so far, these have bromine:
item	smiles	GPR7 antag	PHOSPHO1 block	pCIP destab	VIM-2 inh	NALP1 yeast inh	M18AAP inhibitor	IMP-1 inhibitor	IDE cell inh	IDE act
52	O=C(Nc1c(F)cc(F)cc1Br)c1cccnc1	-7	2	-6	-3.6	7	1	-1.8	-3	6
54	CC(CC(=O)O)CC(=O)Nc1ccc(Br)cc1 (configuration not stated)	-14	15	-11	-2.3	12	-3	-2.1	0	8
